Screens (PubChem BioAssay)
Diaphorase act = compounds boosting diaphorase resazurin reduction – biochemical, uHTS, resorufin fluorescence, counter-screen for diaphorase-coupled primary assays, primary screen; Diaphorase/resazurin coupled assay, 16 min; stronger effect = higher value; 1 = vehicle wells, 0 = NADH-free wells; activation factor at 20 µM; 190,000 tested, 0.005% active; AID 1229, 2008;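 active means diaphorase activity raised at least twofold by the compound at 20 µM; inactive means activation factor below 2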
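test system = bacterial diaphorase enzyme (C. kluyveri) | quantity = enzyme 0.07 U/mL final | reagent = NADH substrate 0.114 mM plus resazurin dye 0.1 mM, final | incubation = 16 min enzyme reaction, ambient temperature | buffer or medium = HEPES pH 7.4 buffer with MgCl2 and Tween 20 | signal = fluorescence of resorufin, 544 nm excitation, 590 nm emission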
TNAP inh hiacc = human TNAP enzyme inhibitors, primary screen, biochemical, luminescent, high phosphate acceptor level, uHTS; purified TNAP, CDP-star luminescence, 1 M DEA; 200,000 tested, 0.03% active; AID 1135, 2008; Alkaline phosphatase, tissue-nonspecific isozyme (Homo sapiens), P05186; inhibition, % at 20 µM;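 active means over 50% inhibition of tissue-nonspecific alkaline phosphatase at 20 µM in the single-dose screen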;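 further: plate controls were DMSO wells for no effect and EDTA-quenched wells as full inhibition for full effect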
G6PDH counter = L. mesenteroides G6PDH inhibitors, counter-screen for G6PDH-coupled screening assays, biochemical, Leuconostoc mesenteroides enzyme. Purified L. mesenteroides G6PDH, diaphorase/resazurin coupled fluorescence, 45 min. inhibition, % at 5 µM. glucose-6-phosphate dehydrogenase [Leuconostoc mesenteroides]. 200,000 tested, 0.12% active. AID 1020, 2008; in the data active means inhibition above about 50%
PMI act = activators of human PMI, primary screen, biochemical, fluorescence intensity, near-Km mannose 6-phosphate; Mannose-6-phosphate isomerase (Homo sapiens), P34949; activation factor at 20 µM; purified human PMI, coupled resazurin fluorescence, 20 min; stronger effect = higher value; 1 = vehicle control, 0 substrate-free wells; AID 1214, 2008; 190,000 tested, 0.005% active;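 active means activation factor of 2 or more at 20 µM, relative to plate controls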
Target sequence (P34949 whole entry, looked up): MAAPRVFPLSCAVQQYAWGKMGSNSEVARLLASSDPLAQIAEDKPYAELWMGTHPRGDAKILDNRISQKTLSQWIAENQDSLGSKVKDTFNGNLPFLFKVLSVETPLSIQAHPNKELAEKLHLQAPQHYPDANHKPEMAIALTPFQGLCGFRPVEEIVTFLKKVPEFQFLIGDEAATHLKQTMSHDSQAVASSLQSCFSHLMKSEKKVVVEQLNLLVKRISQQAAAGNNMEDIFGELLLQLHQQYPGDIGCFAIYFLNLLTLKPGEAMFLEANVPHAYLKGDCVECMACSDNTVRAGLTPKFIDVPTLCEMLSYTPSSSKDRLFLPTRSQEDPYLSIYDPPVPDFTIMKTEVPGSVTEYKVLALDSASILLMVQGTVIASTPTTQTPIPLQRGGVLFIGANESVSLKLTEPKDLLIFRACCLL
TNAP act hiacc = TNAP activators at high phosphate acceptor level, primary screen, biochemical, luminescence, uHTS. Alkaline phosphatase, tissue-nonspecific isozyme (Homo sapiens), P05186. purified TNAP, CDP-star luminescence, 1 M DEA, 30 min; stronger effect = higher value; 0 = EDTA background, 1 = DMSO-only activity. activation factor at 20 µM. 200,000 tested, under 10 active. AID 1136, 2008;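 active means activation factor at least 2 at 20 µM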
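Test system – human TNAP · Doses – 20 µM single point · Incubation – 30 min, room temperature · Signal – luminescent substrate turnover signal · Read-out basis – activation factor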
TNAP inh noacc = human TNAP enzyme inhibitors, primary screen, biochemical, luminescent, no phosphate acceptor, uHTS | inhibition, % at 20 µM | purified TNAP, CDP-star luminescence, 30 min | Alkaline phosphatase, tissue-nonspecific isozyme (Homo sapiens), P05186 | 200,000 tested, 0.26% active;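 active means tissue-nonspecific alkaline phosphatase inhibition above about 50% at 20 µM in the single-dose screen, limit read from the data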;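 further: 0% = DMSO negative control and 100% = EDTA positive control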
Efa HMGR inh = inhibitors of E. faecalis class II HMGR, primary screen, biochemical, Enterococcus faecalis; HMG-CoA reductase (Enterococcus faecalis, mvaE); purified E. faecalis HMGR, NADPH absorbance 340 nm kinetic; inhibition, % at 10 µM; 190,000 tested, 0.41% active; AID 1066, 2008;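 active means inhibition above a set limit, the median over all tested compounds plus 3 SD, cut at about 9.5% in these data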;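 further: enzyme runs in reverse so mevalonate oxidation gives rising NADPH absorbance; 0% = complete reaction with DMSO and 100% = background rate lacking mevalonate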
PMI act hi M6P = human PMI activators, high substrate, primary screen, biochemical, fluorescence intensity, near-saturating mannose 6-phosphate; Mannose-6-phosphate isomerase (Homo sapiens), P34949; coupled PMI enzyme assay, resazurin fluorescence, 20 min; stronger effect = higher value; 1 = untreated enzyme, 0 = substrate-free blank; activation factor at 20 µM; 190,000 tested, 0.34% active; AID 1216, 2008;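 active means activation factor of 2 or more at 20 µM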
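Test system: human phosphomannose isomerase with PGI, G6PDH, diaphorase coupling enzymes / Doses: 20 µM compound, 1% DMSO / Times: enzyme reaction with compound 20 min at room temperature / Measured by: Diaphorase-driven resazurin-to-resorufin fluorescence, excitation 544, emission 590 nm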
Diaphorase inh = diaphorase inhibitors and chemical oxidizers, primary screen, counter-screen for diaphorase-coupled primary assays, biochemical, uHTS, resorufin fluorescence; diaphorase resazurin-to-resorufin fluorescence, NADH, 16 min; bacterial (C. kluyveri) enzyme, not human; 190,000 tested, 0.69% active; inhibition, % at 20 µM;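 active means primary screen inhibition at 20 µM above a set limit, cut at about 50% in these data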;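 further: plate controls were DMSO with full reaction for no effect and wells lacking NADH for full effect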
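material = Clostridium kluyveri diaphorase enzyme | amount = 0.14 U/mL diaphorase, enzyme working solution | schedule = incubation 16 min, room temperature | detection = fluorescence of resorufin formed from resazurin, Ex 544/Em 590 nm | benchmarks = positive control minus NADH, DMSO neutral control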
FLuc stim CS = FLuc activators, initial screening, artefact control for FLuc-dependent activation tests, biochemical, ATPlite luminescence | activation factor at 10 µM | Luciferin 4-monooxygenase (Photinus pyralis), P08659 | ATPlite luciferase biochemical, 10 min; 0 = ATP-free wells, 1 = DMSO control | 200,000 tested, under 10 active;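 active means luciferase activation factor, scaled between plate controls, of at least 2 with compound at 10 µM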
Target sequence (P08659 whole entry, looked up): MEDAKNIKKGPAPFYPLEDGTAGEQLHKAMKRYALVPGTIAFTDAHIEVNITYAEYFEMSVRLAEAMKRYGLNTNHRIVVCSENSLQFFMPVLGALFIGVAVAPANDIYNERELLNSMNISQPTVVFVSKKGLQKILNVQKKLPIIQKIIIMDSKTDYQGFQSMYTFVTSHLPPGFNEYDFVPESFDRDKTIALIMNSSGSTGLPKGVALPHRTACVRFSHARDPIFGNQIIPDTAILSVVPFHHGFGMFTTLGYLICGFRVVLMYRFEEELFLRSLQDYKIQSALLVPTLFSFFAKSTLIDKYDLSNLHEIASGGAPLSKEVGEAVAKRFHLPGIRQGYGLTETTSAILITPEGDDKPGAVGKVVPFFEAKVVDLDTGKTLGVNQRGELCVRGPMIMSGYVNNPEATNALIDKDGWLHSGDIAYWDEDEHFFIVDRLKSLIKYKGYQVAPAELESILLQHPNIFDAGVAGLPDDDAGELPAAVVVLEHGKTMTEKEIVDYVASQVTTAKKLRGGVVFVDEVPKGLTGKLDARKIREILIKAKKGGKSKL
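System: Luciferase/luciferin detection reagent, cell-free biochemical luciferase assay | Medium: PBS buffer for ATP | Dosing: Test compounds dosed from 2 mM stocks in 100% DMSO | Timing: 10 min at ambient temperature | Signal: Luminescence measurement of luciferase light output | Evaluation: Luciferase activation, seen as luminescence increase over controls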
Active calls of the source: *; x = no result given. The order is random; overall some 1.7% were active at least once.

SMILES	Diaphorase act	TNAP inh hiacc	G6PDH counter	PMI act	TNAP act hiacc	TNAP inh noacc	Efa HMGR inh	PMI act hi M6P	Diaphorase inh	FLuc stim CS
COc1cccc(NC(=S)N2CCC(N(C)CC3CCCO3)CC2)c1 (stereo not drawn)	1	-4	19	0.9	1	-10	1	0.9	0	1
Cc1cc(C)c(NC2=CC(=O)CC(C)(C)C2)c(C#N)c1	1.1	4	-1	1.2	1	-7	-9	1.1	-6	1
Cc1n[nH]c(C)c1C(=O)CC1(O)C(=O)N(CCc2ccccc2)c2ccc(Br)cc21 (stereo not drawn)	0.8	-1	5	0.9	1	-4	-10	0.8	19	1.1
Cc1cc(NC(=O)CSc2nncc(=O)n2N)no1	1.1	-3	14	1.1	1	-1	-6	1.1	-14	1
CC1CCN(CCOc2cccc(Br)c2)CC1	1	-5	3	1.1	1.1	-10	-1	1.2	3	1
O=[N+]([O-])c1ccc(CN2CCOCCOCCN(Cc3ccc([N+](=O)[O-])cc3)CCOCC2)cc1	0.9	-1	-8	0.9	1	-8	-1	1	9	1
CCN(CC)C(=O)CSc1nsc(SCC(=O)N(CC)CC)c1C#N	0.8	-5	-9	0.9	1.1	-12	-3	0.9	23	1.1
CCC(=O)c1c(NC)cc(C)oc1=O	1	-3	2	1	1	-8	-4	1.1	3	1
CN1CCN(CCCC(=O)c2ccc(F)cc2)CC1	0.9	-8	-1	1.1	1.1	-16	0	1.1	14	1.1
Cc1c(C)n(CC(O)CNc2ccccc2)c2ccccc12 (stereo not drawn)	0.6	-3	9	0.7	1	-2	-1	0.7	39	1

Continued, starting with the last three of the part before.
SMILES	Diaphorase act	TNAP inh hiacc	G6PDH counter	PMI act	TNAP act hiacc	TNAP inh noacc	Efa HMGR inh	PMI act hi M6P	Diaphorase inh	FLuc stim CS
CCC(=O)c1c(NC)cc(C)oc1=O	1	-3	2	1	1	-8	-4	1.1	3	1
CN1CCN(CCCC(=O)c2ccc(F)cc2)CC1	0.9	-8	-1	1.1	1.1	-16	0	1.1	14	1.1
Cc1c(C)n(CC(O)CNc2ccccc2)c2ccccc12 (stereo not drawn)	0.6	-3	9	0.7	1	-2	-1	0.7	39	1
O=C(CN1C(=O)C2C3C=CC(C3)C2C1=O)Nc1ccc(S(=O)(=O)N2CCCCC2)cc1 (stereo not drawn)	1	-1	11	0.8	1	-3	-5	1	4	1.1
COc1ccc(CCC(=O)N2CCN(C3CCCCC3)CC2)cc1	0.9	-2	0	0.9	1	-6	-6	0.9	6	1.1
O=C1CN(C(=O)COc2ccc(Br)cc2F)c2ccccc2N1	1	3	8	0.9	1	-4	-2	0.9	5	0.9
CCOC(=O)c1c(-c2ccco2)csc1N	0.9	-4	22	0.7	1	-17	-5	0.4	8	1
S=C1SCN(CCN2CCOCC2)CN1Cc1ccccc1	0.9	-1	0	1.1	1	-9	-2	1.1	8	1
COc1ccccc1CNC(=O)c1cccc(-c2ccc(C)c3ccccc23)n1	0.9	-4	13	0.9	1	-9	-7	0.9	13	1.1
CC(O)C(=O)NCCOCCOCCNC(=O)C(C)O (stereo not drawn)	1	-4	3	1	1	-6	-1	1	3	1
CCOC(=O)c1nnn(CC(=O)Nc2cccc(F)c2)c1C(=O)OCC	1.1	-2	1	1.1	1	-12	-6	1.1	-7	1
Cc1ccc([N+](=O)[O-])c2cccnc12	0.9	-2	4	1.1	1	5	-2	0.9	6	1.1
COC(=O)C1=NN(c2cccc(C)c2)C2C(=O)N(c3ccccc3OC)C(=O)C12 (stereo not drawn)	0.9	4	6	0.9	1	-12	-7	1	10	1.1

Single values from the results shown:
In Efa HMGR inh, CC(O)C(=O)NCCOCCOCCNC(=O)C(C)O (stereo not drawn) has the entry -1
In Diaphorase act, CCOC(=O)c1c(-c2ccco2)csc1N has the entry 0.9
In Diaphorase act, O=C1CN(C(=O)COc2ccc(Br)cc2F)c2ccccc2N1 has the entry 1

Continuation:
SMILES	Diaphorase act	TNAP inh hiacc	G6PDH counter	PMI act	TNAP act hiacc	TNAP inh noacc	Efa HMGR inh	PMI act hi M6P	Diaphorase inh	FLuc stim CS
Cc1cc2cc3c(cc2nc1SCC(=O)N1CCN(C(=O)c2ccco2)CC1)OCO3	0.8	-4	0	0.9	1	-7	x	0.9	21	1
COCCCn1[nH]c2c3c(ccc2c1=O)C(=O)c1ccccc1C3=O	0.9	5	34	0.9	1	1	-3	0.9	15	1
COc1ccc(OCC(=O)N2CCN(C(=O)Cc3ccccc3)CC2)cc1	1	-3	-12	1	1	12	-2	1	0	1.1
CCNC(=S)Nc1cc(OCC)c(NC(=O)c2cccs2)cc1OCC	0.8	1	0	0.8	1	10	-3	0.6	17	1.1
Cc1ccc(C(=O)c2ccccc2C(=O)OCC(=O)NCCc2ccc(Cl)cc2Cl)cc1	0.8	-3	-14	0.8	1	-6	5	0.9	21	1
Cc1cccc(C)c1NC(=O)CSc1nnnn1-c1ccc(C(=O)O)cc1	0.9	0	7	0.9	1	-7	0	0.5	9	1.1
O=C(/C=C/c1ccco1)c1ccc(NC(=O)C23CC4CC(CC(C4)C2)C3)cc1	0.8	-1	-10	1	1	5	2	1.1	19	1
Cc1ccnc(N2CCC(C(=O)NNC(=O)c3ccccc3)CC2)n1	0.9	-7	0	1	1.1	-11	-2	1	10	1.1
CC(Sc1nnc(-c2cccnc2)n1-c1ccccc1)C(=O)NCc1ccc2c(c1)OCO2 (stereo not drawn)	0.9	-10	13	0.8	1.1	-13	0	0.9	8	0.9
CCOC(=O)c1c(NC(=O)Cn2nnc(-c3ccc(Cl)cc3)n2)sc(CC)c1C	0.8	-5	1	0.8	1	-7	3	0.8	25	1.1
Cc1ccc(CCNC(=O)CN2CCN(Cc3ccccc3F)C2=O)cc1	1	2	-2	1	1	-10	-1	1.1	1	1
COc1cccc(C2(O)CC(C(F)(F)F)=NN2C(=O)c2ccccn2)c1 (stereo not drawn)	0.9	-8	8	0.7	1.1	-23	-2	0.7	10	1
COC(=O)c1ccc(C)c(NS(=O)(=O)c2ccc(OC)c(OC)c2)c1	0.8	-5	5	0.9	1.1	-4	2	0.9	18	1
COc1ccc(CCNc2ccc(S(=O)(=O)N3CCCC3)cc2[N+](=O)[O-])cc1	0.9	8	7	0.9	0.9	-5	-8	1	7	1.1
N#CC1=C(N)N(c2ccc(Cl)c(Cl)c2)C(=O)C1	0.9	-5	5	0.9	1.1	-16	2	0.9	13	1
O=C(Nc1ccc(-c2cn3c(n2)SCC3)cc1)c1ccc2c(c1)OCO2	0.8	-3	-4	1	1	-5	13*	0.9	17	1
CC(OC(=O)c1cc(Cl)ccc1[N+](=O)[O-])C(=O)NC(C)c1ccc(F)cc1 (stereo not drawn)	0.9	-4	-10	1.1	1	4	1	1.1	7	1.2
COCCNC(=S)NNC(=O)c1ccc(-n2cnnn2)cc1	0.9	-4	2	1	1	-112	-7	0.9	12	1.1
C=CCN=C1SC(CC)C(=O)N1S(=O)(=O)c1ccc(C)cc1 (stereo not drawn)	1	0	14	1.1	1	-3	-9	1.1	2	1.1
Cc1ccnc(NS(=O)(=O)c2ccc(NC(=O)c3ccc(S(=O)(=O)N4CCOCC4)cc3)cc2)n1	0.8	-5	-2	1	1	-8	0	1	16	1
CCC(CO)NC(=O)c1cc2c(s1)CCC2 (stereo not drawn)	1	-8	7	1.1	1.1	-33	-5	1.1	-5	1
COc1ccc(OC)c(S(=O)(=O)Nc2cc(C(=O)O)ccc2N2CC3CC(C2)c2cccc(=O)n2C3)c1 (stereo not drawn)	0.9	-2	1	1.2	1	-11	0	1.1	6	1
O=C(Nc1cccc(Cl)c1)N1CCN2C(=O)c3ccccc3C12c1ccccc1 (stereo not drawn)	0.8	-12	-3	0.9	1.1	-20	-5	0.9	24	1.1
COc1cc(C2c3c(oc4ccccc4c3=O)C(=O)N2c2ccc(C)cn2)ccc1O (stereo not drawn)	0.9	4	-32	0.9	1	3	0	0.9	6	1
O=C(OCn1ncc(Cl)c(Cl)c1=O)c1cccc(C(F)(F)F)c1	1	-5	12	1	1	-10	-1	1	-1	1
Cc1ccc(C)c(NC(=O)COc2cccc3c2CCN(Cc2ccccc2)C3=O)c1	0.8	0	-33	0.9	1	-6	-1	0.9	24	1
O=C(c1ccc(S(=O)(=O)N2CCOCC2)cc1)N1CCN(c2ccc(F)cc2)CC1	1	-7	12	1.1	1.1	17	-6	1.1	2	1.1
Cc1ccc(CN2C(=O)CCC2C(=O)NCCCN2CCC(C)CC2)cc1 (stereo not drawn)	1	-5	-5	1	1	-16	1	1	4	1.1
CN(/N=C/c1ccc(C(C)(C)C)cc1)C1=NCCN1	1	0	5	1	1	0	0	0.9	-1	1
COC(=O)C(CCSC)NC(=O)Cn1ncc2c(=O)oc3ccccc3c21 (stereo not drawn)	1	-5	1	1.1	1.1	-15	1	1.1	-4	1
CC1(O)c2ccccc2C(=O)N1Cc1ccccc1 (stereo not drawn)	0.9	-6	7	0.9	1.1	-10	-1	0.9	8	1
S=c1[nH]ncn1/N=C/c1ccc(Br)cc1	0.6	2	0	0.8	1	1	-2	0.9	42	1
COc1ccc(C)cc1NC(=O)C1CCCCC1C(=O)O (stereo not drawn)	0.8	-5	-1	1.1	1.1	-11	-2	1	18	1.1
O=C(CCC1CCCC1)Nc1ccon1	0.9	1	11	0.9	1	-8	1	0.9	14	1
